High-throughput results (PubChem)
ADAM17 inh: inhibits human ADAM17. inhibition, % at 6.95 µM. 370,000 compounds, 0.83% hits. AID 720648. P78536. recombinant ADAM17, EDANS/DABCYL FRET peptide cleavage;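 active = inhibition above the mean of compounds lying between control limits plus 3 SD, set per campaign, cut at about 8.5% in these data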;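 note: 0% = DMSO-only wells as the low control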
PLCg1 inh: blocks human PLC-gamma1 enzyme activity; P19174; 370,000 compounds, 0.84% hits; AID 720700; inhibition, % at 12.2 µM; purified PLC-gamma1, fluorogenic substrate, fluorescence; in the data active = inhibition above about 9.5%
MBD2 inh: blocks human MBD2 binding to methylated DNA. Q9UBB5. inhibition, % at 4.4 µM. TR-FRET, MBD2 binding to methylated oligonucleotide. AID 686964. 370,000 compounds, 0.31% hits; in the data active = inhibition above about 13%
ASAP1 GAP inh: ASAP1 ArfGAP inhibition. 360,000 compounds, 0.19% hits. ASAP1-stimulated ARF1 GTP hydrolysis, GDP FP detection. inhibition, % at 16.5 µM. Q9ULH1; in the data active = inhibition above about 25%;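 note: 0% = vehicle with enzyme and substrate and 100% = no enzyme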
UHRF1 MBD2 ctr: human UHRF1 methylated DNA binding inhibitors; inhibition, % at 4.4 µM; Q96T88; 370,000 compounds, 0.75% hits; UHRF1 binding to methylated oligo, TR-FRET; AID 687016; in the data active = inhibition above about 21%;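 note: UHRF1 SRA domain binding a hemimethylated CpG hairpin DNA probe; 0% = median of test compound wells and 100% = reference inhibitor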
Target sequence (Q96T88 whole entry, looked up, the tested form may be a part): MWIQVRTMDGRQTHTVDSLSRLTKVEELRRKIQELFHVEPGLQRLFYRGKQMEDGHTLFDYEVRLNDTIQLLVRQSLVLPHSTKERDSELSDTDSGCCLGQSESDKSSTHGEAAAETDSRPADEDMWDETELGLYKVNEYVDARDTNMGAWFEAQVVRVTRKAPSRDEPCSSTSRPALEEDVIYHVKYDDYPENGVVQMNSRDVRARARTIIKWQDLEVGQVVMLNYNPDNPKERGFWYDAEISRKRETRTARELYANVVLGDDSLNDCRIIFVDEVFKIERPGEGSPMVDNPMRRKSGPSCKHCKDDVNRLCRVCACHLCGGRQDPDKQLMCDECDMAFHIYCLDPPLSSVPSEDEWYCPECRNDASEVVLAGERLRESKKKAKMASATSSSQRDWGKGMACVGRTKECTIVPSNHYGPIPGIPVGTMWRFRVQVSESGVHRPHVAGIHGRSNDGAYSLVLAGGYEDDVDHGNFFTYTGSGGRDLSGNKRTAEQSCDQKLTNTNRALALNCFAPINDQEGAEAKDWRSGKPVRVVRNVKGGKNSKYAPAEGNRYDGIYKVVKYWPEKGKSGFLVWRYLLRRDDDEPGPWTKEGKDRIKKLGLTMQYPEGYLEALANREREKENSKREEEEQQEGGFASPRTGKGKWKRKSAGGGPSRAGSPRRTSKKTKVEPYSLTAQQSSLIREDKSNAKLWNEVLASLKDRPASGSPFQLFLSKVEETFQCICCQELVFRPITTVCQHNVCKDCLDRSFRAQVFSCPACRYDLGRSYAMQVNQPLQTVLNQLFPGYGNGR
Tn7 DDE FP: disrupts Tn7 cyclic peptide binding to fibrin D-Dimer-E complex; P02675; FP displacement of FITC-Tn7 peptide from fibrin DD(E); 0% = median of compound wells per plate; inhibition, % at 8.3 µM; 370,000 compounds, 0.13% hits;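 active = inhibition above the mean of compounds falling within the control limits plus 3 SD of them, cut at about 14% in these data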;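 note: 0% = plate median of compound wells and 100% = 10 µM Aha-Tn7 peptide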
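Measure: % inhibition scaled between sample-field median and high-control FP; Test system: human fibrin DD(E); Quantity: 2 µM final DD(E) protein; Doses: one dose, 8.3 µM nominal; Schedule: compound with protein 10 min, then 3 h after probe, room temperature; Detection: fluorescence polarization; Medium: Tris buffer with calcium and detergent, pH 7.8.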
Tn6 DDE FP: inhibitors of Tn6 peptide binding to human fibrin DD(E); AID 720509; P02675; inhibition, % at 8.3 µM; Fibrin DD(E) TRITC-Tn6 fluorescence polarization displacement; 370,000 compounds, 0.21% hits;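 active = inhibition above a per-campaign cutoff: mean of compounds within control limits plus 3 SD, cut at about 15% in these data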;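 note: 0% = median of all compound wells on the plate and 100% = blocking peptide control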
PLCb3 inh: inhibitors of human phospholipase C beta3; Q01970; Purified PLC-beta3, fluorogenic substrate, fluorescence; inhibition, % at 12.2 µM; 370,000 compounds, 0.18% hits; AID 720704; in the data active = inhibition above about 11%;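 note: 0% = median of compound wells on plate and 100% = full blocker control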
KLK7 zymogen act: activators of human kallikrein-7 zymogen | P49862 | purified proKLK7, EDANS-DABCYL substrate fluorescence; 100% is mature enzyme control, 0% vehicle | AID 652039 | 370,000 compounds, 0.9% hits | activation, % at 7 µM;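 active = activation above the mean of all tested compounds plus 3 SD, computed per campaign excluding outliers beyond control limits, cut at about 13% in these data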
Target sequence (P49862 whole entry, looked up): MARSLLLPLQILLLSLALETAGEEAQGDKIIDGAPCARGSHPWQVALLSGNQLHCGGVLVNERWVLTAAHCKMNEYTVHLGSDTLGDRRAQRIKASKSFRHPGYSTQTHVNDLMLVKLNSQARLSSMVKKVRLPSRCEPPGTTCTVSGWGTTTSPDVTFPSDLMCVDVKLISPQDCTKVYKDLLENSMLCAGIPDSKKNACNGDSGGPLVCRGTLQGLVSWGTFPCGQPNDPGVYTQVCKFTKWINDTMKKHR
ARFGAP1 inh: inhibits rat ARF GTPase activating protein 1 | Q62848 | Arfgap1-stimulated ARF1 GTP hydrolysis, GDP FP detection | inhibition, % at 16.5 µM | 360,000 compounds, 0.26% hits;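 active = inhibition above a per-plate limit, mean inhibition of low control wells plus 3 SD, cut at about 25% in these data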;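 note: 0% = DMSO wells with enzyme and 100% = wells lacking Arfgap1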
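Material: truncated rat Arfgap1 GAP domain; Incubation: compound-enzyme preincubation 20 min, reaction 120 min, detection 60 min, 25 °C; Read-out: percent inhibition of Arfgap1-stimulated GTP hydrolysis; Technique: FP, GDP Alexa 633 tracer displaced from anti-GDP antibody, 620/688 nm; Controls: No-Arfgap1 wells (100%) versus DMSO full-reaction wells (0%); Replication: single well per compound.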
Numbers without * were called inactive; i = inactive; + = active, no number. The list is partial; the hit share may differ from the screen's.

SMILES | ADAM17 inh | PLCg1 inh | MBD2 inh | ASAP1 GAP inh | UHRF1 MBD2 ctr | Tn7 DDE FP | Tn6 DDE FP | PLCb3 inh | KLK7 zymogen act | ARFGAP1 inh
O=C1C(=O)c2ccccc2-c2ccccc21 | 1 | 57* | 11 | -18 | -10 | 0 | 3 | 2 | 0.5 | -9
CC1=NN(Cc2c[nH]c3ccccc23)C(C)(C)C1 | 0 | -4 | -4 | 3 | -1 | -3 | -3 | -3 | 0.0 | 7
CCOP(=O)(OCC)c1ccc(OP(=O)(c2cccc([N+](=O)[O-])c2)c2cccc([N+](=O)[O-])c2)cc1 | -2 | -1 | 0 | 5 | -1 | -6 | -7 | -5 | -0.1 | -5
Cc1cc(C(=O)N2CCC3(CC2)OCCO3)cs1 | -3 | 2 | -1 | -1 | -1 | -6 | -2 | 0 | 0.3 | 13
O=C(c1cccc(N2CCCC2=O)c1)N1CCC2(CC1)OCCO2 | -2 | 7 | 0 | -1 | 0 | 0 | -7 | 1 | 0.1 | 7
COc1ccccc1/C=C1\C(=O)NC(=S)N(c2ccccc2)C1=O | -2 | -3 | -2 | -16 | 1 | -4 | 3 | -5 | -0.3 | 9
Cc1ccc(C2=CCNCC2)cc1 | -6 | -5 | 6 | 0 | 6 | 1 | -5 | -3 | -0.5 | 23
CC12CNCC(C)(CNC1)C2O (configuration not stated) | -2 | -3 | 0 | 4 | -1 | 2 | -2 | 1 | 0.7 | 6
CC(N)C(=O)c1ccco1 (configuration not stated) | -7 | 0 | 1 | 10 | 1 | 0 | 2 | -3 | 0.0 | 7
Nc1c(C(=O)NCc2ccco2)c2nc3ccccc3nc2n1Cc1ccc(F)cc1 | -387 | i | -1 | 32* | -6 | 9 | -10 | i | -56 | 0
CCN1/C(=C/C=C/C2=[N+](CC)c3ccccc3C2(C)C)C(C)(C)c2ccccc21 | 3 | -43 | -32 | 4 | -35 | -92 | + | -60 | 0.5 | 1
CCCCC(=O)N/N=C/c1c(O)n(CCc2ccccc2)c(=O)[nH]c1=O | -1 | -7 | -3 | -6 | -2 | -7 | 0 | -9 | 0.7 | -7
CC1CCCCN1C(=O)c1ccc(N2CC3CC(C2)c2cccc(=O)n2C3)c([N+](=O)[O-])c1 (configuration not stated) | -7 | 1 | -2 | -1 | -2 | -1 | 4 | 1 | -0.2 | 2
Cc1ccc(-c2ccc(=O)n(CCC(=O)N3CCC4(CC3)OCCO4)n2)cc1 | 1 | 2 | -2 | -2 | 3 | -2 | 2 | 2 | -0.3 | 1
Cc1cc([N+](=O)[O-])c(Cl)cc1NC(=O)C(C)C | 1 | 1 | 0 | -7 | 2 | -8 | 4 | 1 | 0.1 | 0
Cc1ccc(NC2=NCCCS2)c(C)c1C | -3 | 2 | 6 | 11 | 3 | -4 | -2 | -11 | 0.3 | 8
Clc1ccc(CSC(Cn2ccnc2)c2ccc(Cl)cc2Cl)cc1 (configuration not stated) | -3 | 1 | -5 | 1 | 0 | -4 | 1 | -6 | 2.2 | 5
CC1(c2ccccc2)NCCN2C(=O)CSC21 (configuration not stated) | -1 | 2 | -5 | -1 | -1 | 1 | 2 | -1 | -0.1 | -4
CC(=NCCCO)c1c(O)n(Cc2ccccc2)c(=O)[nH]c1=O | -3 | 0 | 2 | -5 | -4 | -4 | -5 | 2 | -0.7 | 14
CCN1CCN(Cc2nc3ccc([N+](=O)[O-])cc3c(=O)n2-c2ccccc2F)CC1 | -2 | 2 | -4 | 15 | 1 | -8 | -8 | -11 | 0.1 | 3

Part of the list above, as a markdown table:
| canonical_smiles | ADAM17 inh | PLCg1 inh | MBD2 inh | ASAP1 GAP inh | UHRF1 MBD2 ctr | Tn7 DDE FP | Tn6 DDE FP | PLCb3 inh | KLK7 zymogen act | ARFGAP1 inh |
| --- | --- | --- | --- | --- | --- | --- | --- | --- | --- | --- |
| CC12CNCC(C)(CNC1)C2O (configuration not stated) | -2 | -3 | 0 | 4 | -1 | 2 | -2 | 1 | 0.7 | 6 |
| CC(N)C(=O)c1ccco1 (configuration not stated) | -7 | 0 | 1 | 10 | 1 | 0 | 2 | -3 | 0.0 | 7 |
| Nc1c(C(=O)NCc2ccco2)c2nc3ccccc3nc2n1Cc1ccc(F)cc1 | -387 | i | -1 | 32* | -6 | 9 | -10 | i | -56 | 0 |
| CCN1/C(=C/C=C/C2=[N+](CC)c3ccccc3C2(C)C)C(C)(C)c2ccccc21 | 3 | -43 | -32 | 4 | -35 | -92 | + | -60 | 0.5 | 1 |
| CCCCC(=O)N/N=C/c1c(O)n(CCc2ccccc2)c(=O)[nH]c1=O | -1 | -7 | -3 | -6 | -2 | -7 | 0 | -9 | 0.7 | -7 |
| CC1CCCCN1C(=O)c1ccc(N2CC3CC(C2)c2cccc(=O)n2C3)c([N+](=O)[O-])c1 (configuration not stated) | -7 | 1 | -2 | -1 | -2 | -1 | 4 | 1 | -0.2 | 2 |
| Cc1ccc(-c2ccc(=O)n(CCC(=O)N3CCC4(CC3)OCCO4)n2)cc1 | 1 | 2 | -2 | -2 | 3 | -2 | 2 | 2 | -0.3 | 1 |
| Cc1cc([N+](=O)[O-])c(Cl)cc1NC(=O)C(C)C | 1 | 1 | 0 | -7 | 2 | -8 | 4 | 1 | 0.1 | 0 |
| Cc1ccc(NC2=NCCCS2)c(C)c1C | -3 | 2 | 6 | 11 | 3 | -4 | -2 | -11 | 0.3 | 8 |
| Clc1ccc(CSC(Cn2ccnc2)c2ccc(Cl)cc2Cl)cc1 (configuration not stated) | -3 | 1 | -5 | 1 | 0 | -4 | 1 | -6 | 2.2 | 5 |
| CC1(c2ccccc2)NCCN2C(=O)CSC21 (configuration not stated) | -1 | 2 | -5 | -1 | -1 | 1 | 2 | -1 | -0.1 | -4 |
| CC(=NCCCO)c1c(O)n(Cc2ccccc2)c(=O)[nH]c1=O | -3 | 0 | 2 | -5 | -4 | -4 | -5 | 2 | -0.7 | 14 |
| CCN1CCN(Cc2nc3ccc([N+](=O)[O-])cc3c(=O)n2-c2ccccc2F)CC1 | -2 | 2 | -4 | 15 | 1 | -8 | -8 | -11 | 0.1 | 3 |

Remaining list, next part
SMILES | ADAM17 inh | PLCg1 inh | MBD2 inh | ASAP1 GAP inh | UHRF1 MBD2 ctr | Tn7 DDE FP | Tn6 DDE FP | PLCb3 inh | KLK7 zymogen act | ARFGAP1 inh
Cc1nc2cc(C(=O)N3CCC4(CC3)OCCO4)ccc2n1-c1ccc(Br)cc1 | -3 | 3 | -1 | 5 | 1 | 9 | 9 | -2 | 0.6 | 17
CC1(C)CC(=O)C(C=NCCN2CCN(C(=O)Cc3ccccc3)CC2)=C(O)C1 | -4 | -2 | 5 | 0 | 1 | 0 | 6 | -2 | -0.5 | 0
C[C@]12CCC(=O)C=C1CC[C@@H]1C2[C@H](O)C[C@]2(C)C(=O)CCC12 (some centres not stated) | 1 | 0 | -1 | 7 | -1 | 0 | -8 | -6 | -0.4 | 0
COc1ccc(-n2c(O)c(C(C)=Nc3ccc4c(c3)CCC4)c(=O)[nH]c2=O)cc1 | -2 | 1 | 5 | 6 | 2 | -1 | 2 | -7 | 0.2 | 2
COc1ccccc1N1CCN(Cc2ccc(SC)cc2)CC1 | 1 | 5 | 0 | 1 | -1 | -4 | 5 | 2 | 0.2 | 2
Cc1ccc(N2C(=O)CC(=O)NC2=O)c(C)c1 | 0 | 3 | 2 | 7 | -3 | -1 | 6 | -4 | 1.0 | -4
O=C(O)c1ccc([N+](=O)[O-])c([N+](=O)[O-])c1 | -2 | -3 | -7 | -5 | -1 | 1 | -7 | -2 | 0.5 | -2
CN1CC(C(=O)c2ccc(Cl)cc2)C(c2ccc(Cl)cc2Cl)C1 (configuration not stated) | 3 | 3 | -1 | -12 | -2 | -1 | -5 | -5 | -0.2 | 0
O=C1NC(=O)N(c2ccccc2F)C(=O)/C1=C/c1cn(CC(=O)N2CCOCC2)c2ccccc12 | -4 | -1 | 3 | -6 | 0 | -1 | -2 | -9 | -0.6 | -4
O=S1(=O)CC2(N3CCOCC3)CCCCCCC21 (configuration not stated) | -1 | 0 | 2 | -5 | 2 | -5 | 6 | 2 | 0.1 | 2
CC12CC(=O)C3C(CCC4CC(=O)C=CC43C)C1CCC2=O (configuration not stated) | -5 | 3 | -4 | 3 | 0 | 5 | 1 | 0 | 0.2 | -4
COC(=O)C1=C(C)NC(=S)NC1c1ccc(N(CCCl)CCCl)cc1Cl (configuration not stated) | -1 | -10 | 0 | 6 | 0 | -2 | -2 | -17 | -1.3 | -10
O=C(CCNC(=O)N1C[C@H]2C[C@@H](C1)c1cccc(=O)n1C2)Nc1ccc(F)cc1 | 0 | 3 | 2 | 1 | 0 | -3 | -8 | 8 | 0.5 | 10
Cc1ccc(NS(=O)(=O)c2ccc(OCC(=O)N3CCN(C)CC3)cc2)cc1 | -2 | 1 | 2 | -14 | -1 | -1 | 3 | -4 | 4.3 | -12
C=Cn1ccnc1P(O)(=S)c1nc(C)c(CCOC(C)=O)s1 (configuration not stated) | -2 | 4 | -6 | -4 | -1 | 3 | 6 | -3 | -0.1 | -6
O=C(c1ccc(F)cc1)C(Cc1ccccc1)N1CCCCC1 (configuration not stated) | -5 | -2 | 5 | 10 | 1 | 2 | -2 | 0 | 0.2 | 2
c1ccc(CN2CCNCC2)nc1 | -2 | -1 | 1 | -10 | 1 | 2 | 0 | -1 | 0.8 | 3
CC(C)OC(=O)C1C(c2ccc(I)cc2)CC2CCC1N2C (configuration not stated) | 1 | 3 | -2 | 4 | 0 | -8 | -3 | 0 | -0.7 | 7
C=CCn1c(O)c(C=Nc2ccc(F)cc2)c(=O)[nH]c1=O | -5 | -2 | -5 | 2 | -2 | 13 | -1 | -10 | -0.2 | -6
Cc1cccc(N=C2c3cc([N+](=O)[O-])ccc3-c3c2cc([N+](=O)[O-])cc3[N+](=O)[O-])c1 | -3 | 0 | -1 | 7 | 6 | -5 | -3 | 1 | 0.6 | -11
COc1ccc(OCC(=O)N2CCN(CC3CC4C=CC3C4)CC2)cc1 (configuration not stated) | -2 | 0 | -3 | 7 | 0 | 4 | -4 | 2 | 0.2 | -1
CCOc1cc2c(cc1OCC)-n1cccc1C(c1ccccc1O)NC2 (configuration not stated) | 5 | 8 | -2 | 1 | 2 | -8 | 0 | -1 | 0.6 | 8
COC(=O)C(=O)N1CC2(C)CNCC(C)(C1)C2=O | -1 | 2 | -3 | -4 | 0 | 4 | 2 | 1 | -0.1 | 11
Cc1cccc(OP(N)(=O)Oc2cccc(C)c2)c1 | -2 | 3 | -2 | 9 | -2 | -9 | 3 | -5 | 0.0 | 9
